# GDH-TPI inh: GDH-TPI coupled enzyme inhibition counter-screen | GDH-TPI coupled enzyme counterscreen, NADH absorbance | inhibition, % at 4.8 µM | 1.2% of 360,000 active; in the data active = inhibition above about 30%;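 also: 0% = DMSO wells and 100% = wells lacking the enzyme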
# FadD28 FP inh: M. tuberculosis FadD28 bisubstrate binding inhibition; inhibition, % at 12.5 µM; 0.22% of 360,000 active; FadD28 bisubstrate probe binding, fluorescence polarization; in the data active = inhibition above about 8.5%, passing the limit was not always enough; inconclusive = no clear call, values can overlap the other calls
# BioA inh: blocks M. tuberculosis BioA enzyme activity; purified M. tuberculosis BioA enzyme, plate reader; inhibition, % at 9.99 µM; 0.096% of 360,000 active; in the data active = inhibition above about 40%; inconclusive = no clear call, values can overlap the other calls
# Rv3671c inh: Rv3671c (M. tuberculosis) protease inhibition. inhibition, % at 5.96 µM. 0.048% of 320,000 active. AID 2606. P9WHR9; in the data active = inhibition above about 38%;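 also: extracellular domain of Rv3671c used as enzyme; 0% = enzyme with DMSO and 100% = no enzyme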
# Target sequence (P9WHR9 whole entry, looked up, the tested form may be a part): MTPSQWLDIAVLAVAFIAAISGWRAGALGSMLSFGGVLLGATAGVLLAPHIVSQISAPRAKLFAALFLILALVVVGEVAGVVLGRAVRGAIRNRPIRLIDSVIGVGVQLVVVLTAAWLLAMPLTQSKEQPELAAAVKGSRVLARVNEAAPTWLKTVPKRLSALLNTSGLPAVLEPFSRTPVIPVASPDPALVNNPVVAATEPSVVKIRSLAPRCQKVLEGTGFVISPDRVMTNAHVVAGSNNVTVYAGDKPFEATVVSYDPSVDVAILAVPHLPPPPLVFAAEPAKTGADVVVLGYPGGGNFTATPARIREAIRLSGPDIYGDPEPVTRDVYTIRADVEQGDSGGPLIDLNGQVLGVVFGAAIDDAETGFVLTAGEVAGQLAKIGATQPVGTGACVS
# MazF activator: increases E. coli MazEF RNase cleavage of RNA | AID 504720 | FAM/BHQ RNA-DNA oligo cleavage fluorescence, 5 h | activation, % at 20 µM | 0.32% of 350,000 active; in the data active = activation above about 50%
# Target sequence (P0AE70 whole entry, looked up): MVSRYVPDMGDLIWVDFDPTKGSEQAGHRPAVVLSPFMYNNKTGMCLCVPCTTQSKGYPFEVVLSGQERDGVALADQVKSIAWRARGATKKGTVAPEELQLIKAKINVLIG
# UGM FP inh: blocks M. tuberculosis UGM enzyme; inhibition, % at 10 µM; 0.06% of 320,000 active; purified UGM, fluorescence polarization probe displacement; in the data active = inhibition above about 10%, passing the limit was not always enough; inconclusive = no clear call, values can overlap the other calls
# PrPC surface inh: inhibitors of human cell surface prion protein PrPC. TR-FRET read-out. inhibition, % at 13.8 µM. AID 720596. P04156. 0.43% of 370,000 active; in the data active = inhibition above about 24%; also: 0% = median of the test wells and 100% = reference compound wells
# BoNT-F LC inh: blocks Botulinum neurotoxin F light chain protease | inhibition, % at 10 µM | AID 588497 | Multiplex microsphere protease cleavage assay, flow cytometry | 0.22% of 360,000 active; in the data active = inhibition above about 35%, passing the limit was not always enough; inconclusive = no clear call, values can overlap the other calls; also: plate controls were buffer without enzyme for full effect and enzyme alone for no effect
# Mtb FBA inh: inhibitors of M. tuberculosis fructose-bisphosphate aldolase; purified M. tuberculosis FBA, fluorescence read-out; inhibition, % at 1 µM; 2.3% of 360,000 active; AID 588726; in the data active = inhibition above about 27%;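 also: 0% = vehicle and 100% = reference inhibitor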
# Target sequence (P9WQA3 whole entry, looked up): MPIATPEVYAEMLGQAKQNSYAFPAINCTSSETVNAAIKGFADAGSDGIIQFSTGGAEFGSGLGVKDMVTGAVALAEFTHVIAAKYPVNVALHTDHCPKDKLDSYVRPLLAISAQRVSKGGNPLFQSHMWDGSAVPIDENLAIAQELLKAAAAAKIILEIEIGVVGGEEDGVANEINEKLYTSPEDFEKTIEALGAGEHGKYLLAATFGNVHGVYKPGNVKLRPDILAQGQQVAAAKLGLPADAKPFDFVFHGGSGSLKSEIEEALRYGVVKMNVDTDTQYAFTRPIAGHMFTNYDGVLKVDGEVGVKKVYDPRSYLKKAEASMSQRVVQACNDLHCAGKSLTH
# The depositor's hits bear a star; u = inconclusive; x = not tested or not shown; & = joins results of further samples.
SMILES,GDH-TPI inh,FadD28 FP inh,BioA inh,Rv3671c inh,MazF activator,UGM FP inh,PrPC surface inh,BoNT-F LC inh,Mtb FBA inh
COc1ccc(C)cc1NC(=O)COC(=O)c1ccc2c(c1)OCO2,20.0,-2.2,0.3,-5.4,-41.8,0.8,-3.0,-7.5,0.5
O=C(O)c1cc([N+](=O)[O-])ccc1N1CCC(Cc2ccccc2)CC1,4.2,-1.7,x,-1.8,0.0,0.6,-21.3,-0.9,-15.0
Cc1ccccc1-n1nc2c(c1NC(=O)COc1ccc(Cl)cc1)CS(=O)C2 (stereo not given),-13.7,-4.1,0.6,-5.2,1.5,0.3,3.0,-11.7,-1.0
CCc1nnc(NC(=O)CCC(=O)N2CCN(Cc3cc(F)ccc3OC)CC2)s1,2.3,-1.3,0.6,-7.5,2.1,-2.5,4.2,-2.3,-0.7
Cc1onc(-c2ccccc2)c1C(=O)N1CCN(Cc2ccc3c(c2)OCO3)CC1,-4.0,-3.7,3.8,8.6,0.1,4.1,-4.8,-2.5,2.1
CC1CCc2c(C(=O)NCc3ccco3)csc2C1 (stereo not given),1.6,-3.6,x,-2.9,-2.8,-0.8,-3.8,-7.6,-1.9
CCc1ccc(C(=O)COC(=O)CNC(=O)CNS(=O)(=O)c2ccccc2)cc1,-2.1,0.0,0.6,3.3,7.3,-3.0,-1.5,1.5,-0.3
Cc1ccccc1SCC(=O)NCC(c1ccc(F)cc1)N1CCOCC1 (stereo not given),3.5,-3.1,1.9,4.0,2.5,0.7,-1.8,-4.5,-3.8
N#C/C(=C\C=C\c1ccccc1[N+](=O)[O-])C(=O)NCc1ccccc1,16.3,1.2,4.0,6.9,3.5,2.5,-9.4,6.7,-0.7
CCCS(=O)(=O)NC(=O)C1(C)CCCN(C(=O)c2cc(-c3ccccc3)cs2)C1 (stereo not given),9.3,-2.0,-1.8,x,x,x,12.3,3.7,1.3
CCOc1ccccc1NC(=O)C(OC(=O)c1cnccn1)c1ccccc1 (stereo not given),0.7,-1.7,-2.4,0.9,4.9,-0.9,9.9,-12.0,-3.0
CCOC(=O)c1c(NC(=O)CCN2C(=O)c3cccc([N+](=O)[O-])c3C2=O)sc(C(=O)OC(C)C)c1C,-10.8,-4.3,-0.6,-7.6,4.6,-2.9,5.8,1.7,-2.6
O=C1C=CC(=Nc2cccc3c2C(=O)c2ccccc2-3)O1,6.8,0.2,-5.5,x,-33.3,x,x,10.3,-2.3
COc1ccc2sc(C)nc2c1NC(C)=O,16.1,-0.4,-2.2,-7.9,7.2,2.0,3.0,6.2,2.7
CCOc1ncccc1C(=O)Nc1ccc(OC)c(S(=O)(=O)N2CCOCC2)c1,10.9,-1.3,x,x,3.3,x,-4.1,x,6.6
Nc1ncnc2c1C(c1ccccc1)c1c(ccc3ccccc13)O2 (stereo not given),9.0,-29.8,0.2,-10.8,7.6,-4.0,-7.4,-6.8,-0.1
Cc1ccc(C(=O)NS(=O)(=O)c2ccccc2)cc1,1.3,1.3,x,-10.1,-2.0,-1.2,-5.0,-6.6,2.7
COCCSc1nnc(NC(=O)c2cc(OC)c(OC)cc2[N+](=O)[O-])s1,11.8,-0.3,x,5.7,4.9,-1.8,-0.3,7.6,3.4
COc1ccc(C(=O)NC(=S)NCc2cccnc2)cc1Br,-0.8,0.1,3.6,-7.3,-11.5,-0.9,4.7,-0.7,-1.3
O=S1(=O)[C@H]2C[C@@H]3C=C[C@@]2(CN1Cc1ccc(Cl)cc1)O3,8.8,0.3,-6.5,-0.9,2.7,-1.4,-5.6,2.0,6.8
O=C1CCSc2c1ccc1ccccc21,8.6,-0.2,x,x,1.6,x,0.3,-8.7,14.0
COc1ccc(S(=O)(=O)N2CCC(C(=O)N3CCN(C)CC3)CC2)cc1Cl,-0.4,-1.9,-0.3,1.2,1.5,0.2,-1.9,-21.2,2.7
CC1NC(=S)N(C2CCCCC2)C1=O (stereo not given),-1.6,-4.5,x,4.3,13.1,-0.4,-4.0,-0.7,1.3
C=CCn1c(CCNC(=O)c2cccs2)nnc1SCC(=O)c1ccc(Cl)cc1,0.0,-1.8,13.8,-3.9,4.2,x,1.0,0.7,3.8
CCCCN(C(=O)c1ccc(S(=O)(=O)N2CCCC2)cc1)C1CCS(=O)(=O)C1 (stereo not given),-8.8,-0.9,1.7,-0.5,6.2,-0.1,1.6,u,3.2

# Nine entries from above in a different format.
Compound | GDH-TPI inh | FadD28 FP inh | BioA inh | Rv3671c inh | MazF activator | UGM FP inh | PrPC surface inh | BoNT-F LC inh | Mtb FBA inh
COc1ccc(C)cc1NC(=O)COC(=O)c1ccc2c(c1)OCO2 | 20.0 | -2.2 | 0.3 | -5.4 | -41.8 | 0.8 | -3.0 | -7.5 | 0.5
O=C(O)c1cc([N+](=O)[O-])ccc1N1CCC(Cc2ccccc2)CC1 | 4.2 | -1.7 | x | -1.8 | 0.0 | 0.6 | -21.3 | -0.9 | -15.0
Cc1ccccc1-n1nc2c(c1NC(=O)COc1ccc(Cl)cc1)CS(=O)C2 (stereo not given) | -13.7 | -4.1 | 0.6 | -5.2 | 1.5 | 0.3 | 3.0 | -11.7 | -1.0
CCc1nnc(NC(=O)CCC(=O)N2CCN(Cc3cc(F)ccc3OC)CC2)s1 | 2.3 | -1.3 | 0.6 | -7.5 | 2.1 | -2.5 | 4.2 | -2.3 | -0.7
Cc1onc(-c2ccccc2)c1C(=O)N1CCN(Cc2ccc3c(c2)OCO3)CC1 | -4.0 | -3.7 | 3.8 | 8.6 | 0.1 | 4.1 | -4.8 | -2.5 | 2.1
CC1CCc2c(C(=O)NCc3ccco3)csc2C1 (stereo not given) | 1.6 | -3.6 | x | -2.9 | -2.8 | -0.8 | -3.8 | -7.6 | -1.9
CCc1ccc(C(=O)COC(=O)CNC(=O)CNS(=O)(=O)c2ccccc2)cc1 | -2.1 | 0.0 | 0.6 | 3.3 | 7.3 | -3.0 | -1.5 | 1.5 | -0.3
Cc1ccccc1SCC(=O)NCC(c1ccc(F)cc1)N1CCOCC1 (stereo not given) | 3.5 | -3.1 | 1.9 | 4.0 | 2.5 | 0.7 | -1.8 | -4.5 | -3.8
N#C/C(=C\C=C\c1ccccc1[N+](=O)[O-])C(=O)NCc1ccccc1 | 16.3 | 1.2 | 4.0 | 6.9 | 3.5 | 2.5 | -9.4 | 6.7 | -0.7

# Later entries:
SMILES,GDH-TPI inh,FadD28 FP inh,BioA inh,Rv3671c inh,MazF activator,UGM FP inh,PrPC surface inh,BoNT-F LC inh,Mtb FBA inh
COc1ccc(S(=O)(=O)N(C)CC(=O)Nc2ccccc2SC)cc1Cl,1.9,-4.7,3.3,-1.2,-1.5,7.2,-1.6,-4.3,-0.5
Cc1cc2nn(-c3ccccc3)nc2cc1NC(=O)c1cccs1,28.2,-4.0,x,-39.3,0.5,0.1,-5.6,-2.9,-2.7
CCOC(=O)/C=C(C)\C=C\c1c[nH]c2ccccc12,6.3,-2.1,x,-3.5,4.1,2.7,-2.4,u,-4.0
CC1(C)CC2(CCO1)N1CC3(C)CN2CC(C)(C1)C3=O (stereo not given),-6.9,-1.5,x,0.4,2.4,0.8,7.5,-7.5,0.3
Cc1ccc(-n2c(O)c(/C=N/Nc3ccc(S(=O)(=O)N4CCOCC4)cc3[N+](=O)[O-])c3ccccc3c2=O)c(C)c1,25.8,2.5,x,-9.7,-13.3,0.8,-21.6,-29.4,8.8
Cc1cccc(C)c1-n1nnnc1C(CCc1ccccc1)N1CCC2(CC1)C(=O)NCN2c1ccccc1 (stereo not given),x,-3.5,0.8,x,x,x,1.2,-11.9,-2.9
Cc1cccc2cc(C#N)c(N3CCOCC3)nc12,2.4,-1.0,0.4,-2.9,4.8,-0.3,1.3,-1.6,16.0
CN(C)c1ccc(/C=N/Nc2nc3ccccc3o2)cc1,9.2,-1.2,-3.1,-2.3,-2.3,-1.0,6.5,-2.4,11.0
COc1cc(C=C2C(=O)c3ccccc3C2=O)cc(OC)c1OC,0.9,-3.2,-1.5,-4.3,-9.1,6.2,-1.8,-7.2,-5.4
Cc1ccc(S(=O)(=O)NCCC(=O)OCC(=O)Nc2cccc(Cl)c2)cc1,6.6,-1.9,-7.7,-2.2,-10.0,-0.5,9.6,1.9,2.1
O=C(OCC(=O)N1CCc2ccccc21)[C@@H]1CC(O)CN1S(=O)(=O)c1ccccc1[N+](=O)[O-] (stereo not given in full),1.6,-2.7,-0.4,2.5,1.6,-1.3,0.8,u,-2.9
O=C(Nc1cccc([N+](=O)[O-])c1)c1ccc(CSc2ccccc2)cc1,29.5,-0.5,-4.6,-1.9,9.3,0.0,-0.6,5.0,-0.8
CN(C)CCC(=O)C(Cc1ccccc1)c1ccccc1 (stereo not given),11.7,-1.7,-3.9,0.8,20.0,0.2,5.6,u,0.7
CCOc1ccccc1N1CCN(C(=O)NCc2ccc(Cl)cc2)CC1,2.3,-1.5,0.9,1.6,9.0,0.1,5.0,-1.1,-0.6
CCOC(=O)C1CCCN(C(=O)c2cccc(Cl)c2)CC1 (stereo not given),4.0,-3.2,-0.6,x,x,x,-5.0,-6.0,-2.4
C[C@@H]1CN([C@@H](C)CO)C(=O)c2cc(Br)cnc2O[C@@H]1CN(C)Cc1cncnc1,5.2,-0.2,-1.1&-0.1,x,5.8,x,-6.1,6.3,0.6
NC(=O)c1ccsc1NC(=O)CS(=O)(=O)c1ccc(F)cc1,1.7,-0.5,0.5,10.8,-2.4,-3.0,-1.9,-12.2,2.3
CC(=O)NC12CC3CC(C1)CC(C(=O)N(C)CC(=O)Nc1cccc(F)c1)(C3)C2,11.7,-1.0,1.3,-6.2,0.0,-1.3,2.0,6.8,0.4
Cc1cccc(N2CCN(CCNC(=O)c3cc4c(s3)CS(=O)(=O)C4)CC2)c1C,13.0,-4.8,-0.8,8.0,8.8,-0.2,8.9,-8.7,-2.9
Cc1ccc(CNC(=O)C2CCN(S(=O)(=O)c3ccc(Br)s3)CC2)cc1,1.5,1.0,-1.2,3.1,6.9,2.6,-3.2,-19.1,3.4
CCOC(=O)c1c(C)c(C)n(Cc2ccc(OC)c(OC)c2)c1C,-3.0,-1.5,3.0,7.8,-1.4,3.5,5.4,1.4,-1.7
CC(C)(C)NC(=O)COC(=O)/C=C/c1ccc(F)cc1,0.4,-2.6,x,0.3,1.2,x,-0.9,3.3,-0.5
CN(CC(=O)Nc1ccccc1C(F)(F)F)C(=O)Cn1c(=O)oc2ccccc21,-10.1,0.5,-0.8,3.6,4.0,1.9,-2.2,14.1,0.6
Cc1cccc(C)c1NC(=O)Nc1nc(CN(C)C)cs1,3.1,0.0,0.3,x,x,x,10.7,-2.9,2.4
O=c1[nH]c(=S)n(Cc2ccc(F)cc2)c(O)c1C=NCCCn1ccnc1,31.0*,0.6,x,7.7,-23.0,1.2,-7.1,-6.3,-1.6

# (list continues)
SMILES,GDH-TPI inh,FadD28 FP inh,BioA inh,Rv3671c inh,MazF activator,UGM FP inh,PrPC surface inh,BoNT-F LC inh,Mtb FBA inh
CCC(CC)c1nnc(NC(=O)COc2ccc3c(C)cc(=O)oc3c2)s1,14.1,x,0.0,0.9,40.1,5.6,1.4,-23.0,2.1
CN1CCN(c2ccccc2NC(=O)c2ccc(N3CCCCC3)c([N+](=O)[O-])c2)CC1,0.6,-0.3,1.6,8.9,9.0,0.1,-21.1,-18.1,-2.4
CCc1ccc(C2=NN(CCC(=O)NCc3cccs3)C(=O)CC2)cc1,-6.2,-1.7,x,-4.6,2.6,1.4,1.7,-2.1,0.4
CC1(C)Cc2nc3oc4c(=O)n(CC(=O)Nc5ccccc5)cnc4c3cc2CO1,1.6,1.7,-1.0,2.8,8.2,-1.3,5.5,-3.9,1.8
CCOc1ccccc1/C=N/NC(=O)c1nnn(-c2nonc2N)c1CN1CCCCCC1,0.7,-1.9,-0.2,-1.7,-15.0,-0.6,2.5,-11.2,-1.5
COc1ccccc1Nc1ccc([N+](=O)[O-])cc1N,12.0,-2.3,1.6,15.3,-1.3,-0.5,-35.9,-6.4,-9.7
CC(C)(C)[C@@H]1COC(=O)[C@H](Cc2ccc(F)cc2)CC/C=C\C[C@@H](CC(=O)NCCO)C(=O)N1,4.2,-1.0,0.1,5.9,-0.3,x,-4.9,-7.8,2.8
Cn1c(N)c(C(=O)COC(=O)Cc2cccc(C(F)(F)F)c2)c(=O)n(C)c1=O,0.0,-3.4,0.2,-7.0,-15.7,3.4,1.7,2.6,-1.9

# Compound activity (PubChem BioAssay)
